Screening results: PubChem BioAssay, Southern Research Specialized Biocontainment Screening Center
PhoP GFP inhibition – Inhibition of PhoP regulon, Salmonella typhi GFP reporter cells, confirmation, 4 h (AID 1850). Salmonella Typhi PhoP-promoter GFP reporter, fluorescence, 4 h; higher % means a stronger effect. inhibition, % at 50 µM; hits with a dose series show IC50 in µM. 0.33% of 310,000 active; in the data active = a potency from the dose series; inconclusive = inhibition mostly from about 25% at the one dose, without a potency; inactive = the rest, 99 in 100 with inhibition below about 19%;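 also: 0% = induced wells with vehicle and 100% = uninduced wells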
M. tuberculosis – growth inhibition of non-replicating M. tuberculosis (AID 488890). Mycobacterium tuberculosis non-replicating, growth inhibition; higher % means a stronger effect. inhibition, % at 25 µM, or IC50 in µM where a hit was titrated. 0.39% of 320,000 active; in the data active = a potency from the dose series; inconclusive = inhibition mostly from about 82% at the one dose, without a potency; inactive = the rest, 99 in 100 with inhibition below about 76%;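 also: plate controls were DMSO cells for no effect and high antibiotic wells for full effect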
H1N1 NS1A inhibition – NS1A inhibition, H1N1 influenza, cell based functional assay (AID 504329); inhibition, % at 12.5 µM, or IC50 in µM where a hit was titrated; 0.3% of 340,000 active; NS1A functional cell-based assay, percent inhibition; higher % means a stronger effect; in the data active = a potency from the dose series; inconclusive = inhibition above about 27% without an active follow-up result; also: strong numbers were not always called active
M. tuberculosis HTS – M. tuberculosis growth inhibition, HTS (AID 449762). M. tuberculosis H37Rv growth inhibition, 7H9 media; higher % means a stronger effect. inhibition, % at 25 µM; hits with a dose series show IC50 in µM. 0.59% of 330,000 active; in the data active = a potency from the dose series; inconclusive = inhibition above about 70% without an active follow-up result;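 also: bacterial growth assessed after seven days of incubation; strong numbers were not always called active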
inhibitors of VEEV – inhibitors of VEEV TC-83 cytopathic effect, confirmation, Vero cells (AID 588727) | Vero cells, VEEV TC-83 cytopathic effect inhibition; higher % means a stronger effect | inhibition, % at 20 µM, or IC50 in µM where a hit was titrated | 0.13% of 350,000 active; in the data active = a potency from the dose series; inconclusive = inhibition mostly from about 14% at the one dose, without a potency; inactive = the rest, 99 in 100 with inhibition below about 12%; also: strong numbers were not always called active
The depositor's hits bear a star; i = inactive; u = inconclusive; x = no result given.

1. Cc1csc(NC(=O)CSc2nnc(Cn3c(=O)sc4ccccc43)n2-c2ccccc2)n1
2. O=C(COC(=O)CN1C(=O)NC2(CCCC2)C1=O)NCc1ccc(Cl)cc1Cl
3. Cc1ccc(C(=O)OCC(=O)N2CCC(C)CC2)cc1S(=O)(=O)N1CCCCC1
4. COc1ccc(-c2csc(Cc3nnc(N4CCOCC4)n3-c3ccccc3)n2)cc1
5. Cc1cc(C)c(NC(=O)CNC(=O)COC(=O)CN2C(=O)NC3(CCCC3)C2=O)c(C)c1
6. COc1cc(-c2nc3cnccn3c2NC(C)(C)CC(C)(C)C)ccc1O
assay / entry	1	2	3	4	5	6
PhoP GFP inhibition	-5%	x	-11%	2%	0%	1%
M. tuberculosis	19%	-4%	-2%	8%	0%	-4%
H1N1 NS1A inhibition	8%	1%	-5%	5%	7%	-1%
M. tuberculosis HTS	-9%	-8%	-16%	-4%	-8%	-4%
inhibitors of VEEV	11%	i	2.2%	0.7%	0.7%	5.3%

7. Cc1cccc(C)c1NC(=S)NCCSc1ccc(Cl)cc1
8. Cc1ccc(N2CCN(S(=O)(=O)c3ccc(-n4cnnn4)cc3)CC2)c(C)c1
9. COc1ccc(OC)c(C2C3=C(COC3=O)Nc3cc4c(cc32)OCO4)c1 (stereo not given)
10. CCc1ccccc1OCCCOc1ccc(OC)cc1
11. COc1cccc(CNC(=O)CCCc2c[nH]c3ccccc23)c1
12. COc1ccc(CC(=O)Nc2c3c(nn2-c2cccc(Cl)c2)CS(=O)C3)cc1 (stereo not given)
assay / entry	7	8	9	10	11	12
PhoP GFP inhibition	-3%	-11%	11%	-10%	2%	-12%
M. tuberculosis	u	-5%	-3%	17%	2%	5%
H1N1 NS1A inhibition	-2%	-10%	-1%	-17%	3%	1%
M. tuberculosis HTS	5%	11%	4%	4%	-4%	-3%
inhibitors of VEEV	3.8%	0.4%	i	1.2%	0.3%	i

13. Cc1cc(OC(=O)c2cccs2)c2c3c(c(=O)oc2c1)CCCC3
14. COc1ccc(CN(C(=O)c2cnccn2)C(C(=O)Nc2ccc(F)cc2)c2ccccc2)cc1 (stereo not given)
15. CCC1CN(C(=O)NCc2ccc(F)cc2)c2cc(Cl)ccc2O1 (stereo not given)
16. CCc1ccc(NC(=O)C2CCCN2c2nn3c(=O)cc(C)nc3s2)cc1 (stereo not given)
17. C[C@]12CCC3C(CC[C@H]4C[C@@H](O)CC[C@]34C)C1C[C@@H](O)[C@@H]2O (stereo not given in full)
18. COc1ccc(C(=O)Nc2cc(OCc3ccccc3)c(Cl)cc2Cl)cc1
assay / entry	13	14	15	16	17	18
PhoP GFP inhibition	-9%	-1%	4%	0%	x	6%
M. tuberculosis	53%	15%	17%	20%	x	0%
H1N1 NS1A inhibition	0%	3%	-9%	-8%	-20%	4%
M. tuberculosis HTS	3µM*	-1%	4%	-4%	x	0%
inhibitors of VEEV	i	5.8%	0.8%	12%	2.0%	0.8%

19. CC1CCN(C(=O)CNC(=O)c2cccc(OC(F)F)c2)CC1
20. CCCCN(C(=O)NC(=O)Nc1ccc(C)cn1)S(C)(=O)=O
21. CCOC(=O)c1sc(NC(=O)CSc2nnnn2-c2ccc(C)cc2)c(C(=O)OCC)c1C
22. Cc1ccccc1OCC(=O)OCC(=O)Nc1ccc2c(c1)OCO2
23. O=C(CN1CCOCC1)Nc1ccc2c(c1)CCC2
24. Cc1sc2nnn(CC(=O)N3CCN(C(=O)c4ccco4)CC3)c(=O)c2c1C
assay / entry	19	20	21	22	23	24
PhoP GFP inhibition	-5%	-4%	-9%	x	2%	-4%
M. tuberculosis	-1%	-5%	1%	19%	-11%	-14%
H1N1 NS1A inhibition	-6%	-15%	-1%	-9%	-13%	1%
M. tuberculosis HTS	-7%	-2%	-7%	3%	-2%	-9%
inhibitors of VEEV	0.6%	4.7%	i	4.8%	0.3%	0.2%

25. COc1cccc(NC(=O)C2CCN(S(=O)(=O)c3ccc4c(c3)NC(=O)C(C)S4)CC2)c1 (stereo not given)
26. CN(CCc1ccccn1)C(=O)CC1C(=O)NCCN1Cc1cccc(F)c1 (stereo not given)
27. O=S(=O)(NC1CCCCC1Sc1ncccn1)c1ccc(Cl)cc1 (stereo not given)
28. CCOC(=O)CCCNC(=O)CCNC(=O)c1ccc(OCCC(C)C)cc1
29. COCCNc1nc2nonc2nc1NC(C)c1ccccc1Cl (stereo not given)
30. CCOC(=O)c1ccc(NC(=O)C2(c3ccc(Cl)cc3)CCCC2)cc1
assay / entry	25	26	27	28	29	30
PhoP GFP inhibition	7%	-9%	-4%	1%	-5%	7%
M. tuberculosis	29%	-8%	10%	79%	20%	3%
H1N1 NS1A inhibition	9%	-9%	-1%	x	4%	15%
M. tuberculosis HTS	6%	-17%	-6%	56%	-2%	15%
inhibitors of VEEV	1.1%	2.7%	6.5%	0.5%	0.3%	3.7%

31. N#Cc1ccc(COC(=O)c2ccccn2)cc1
32. CC(C)C(C(=O)NCc1ccco1)N(Cc1ccco1)C(=O)CNS(=O)(=O)c1ccccc1 (stereo not given)
33. Cc1ccccc1/C=N/n1c(-c2ccccn2)n[nH]c1=S
34. O=C1N/C(=N\N=C\c2cccs2)SC1Cc1ccc(Cl)cc1Cl (stereo not given)
35. Nn1cnnc1SCC(=O)N1CCc2ccccc2C1
36. O=C(COC(=O)CNC(=O)c1ccccc1)NC(=O)NC1CCCCC1
assay / entry	31	32	33	34	35	36
PhoP GFP inhibition	9%	1%	0%	-9%	x	x
M. tuberculosis	55%	15%	-11%	12%	13%	-1%
H1N1 NS1A inhibition	x	7%	1%	4%	-5%	-2%
M. tuberculosis HTS	-5%	8%	-4%	0%	1%	-4%
inhibitors of VEEV	x	i	0.6%	1.4%	0.3%	i

37. COc1ccc(OC)c(S(=O)(=O)Nc2ccc(F)cc2)c1
38. CCc1nnc(NC(=O)c2ncc(Cl)c(Cl)c2Cl)s1
39. O=S(=O)(Nc1ncccn1)c1ccc(Nc2ncnc3ccccc23)cc1
40. CC(C)Oc1ccc(C(=O)NCc2ccco2)cc1
41. Brc1ccc(-c2c(-c3ccsc3)sc3ccccc23)cn1
42. Cc1nc2cncc(Br)c2n1C
assay / entry	37	38	39	40	41	42
PhoP GFP inhibition	-12%	-3%	14%	5%	x	-3%
M. tuberculosis	-2%	5%	47%	65%	17%	-7%
H1N1 NS1A inhibition	-6%	14%	2%	1%	-5%	-7%
M. tuberculosis HTS	-6%	-13%	45%	3%	10%	-5%
inhibitors of VEEV	0.5%	1.5%	0.7%	2.8%	5.8%	0.7%

43. Cc1c(C)n(CCCN(C)C)c2ncnc(NCc3ccccc3)c12
44. Cc1ccc(N2C(=O)Nc3ccc(Br)cc3C2(O)C(=O)NCCCN(C)C)cc1C (stereo not given)
45. Cc1ccc(NC(=S)N2CCN(C)CC2)c(C)c1
46. CCOC(=O)C1=NNC2C(=O)N(C3CCCCC3)C(=O)C12 (stereo not given)
47. CCOC(=O)Cn1cncc1-c1ccc([N+](=O)[O-])cc1
48. CC(C)N(Cc1ccccc1)C(=S)Nc1cccnc1
assay / entry	43	44	45	46	47	48
PhoP GFP inhibition	-6%	-6%	7%	-1%	-4%	5%
M. tuberculosis	3%	-7%	-12%	-23%	18%	-2%
H1N1 NS1A inhibition	6%	15%	-6%	-4%	-10%	-5%
M. tuberculosis HTS	0%	1%	-7%	-11%	-12%	-3%
inhibitors of VEEV	0.3%	1.6%	0.6%	i	0.9%	i

49. COC(=O)/C=C/c1c(C)[nH]c(=O)[nH]c1=O
50. Cc1cccc(-n2cc(-c3ccc([N+](=O)[O-])cc3)[nH]c2=S)c1
51. CCC(C)(C)NC(=O)C(c1ccc(OC)cc1)N(C(=O)CCC(=O)Nc1cc(C)on1)c1ccc2c(c1)OCCO2 (stereo not given)
52. O=C(NC1CCCCCCC1)C1CCN(S(=O)(=O)N2CCCC2)CC1
53. Cc1c(Cl)cccc1N1C(=O)c2ccccc2C1=O
54. CC(C)NS(=O)(=O)c1ccc(OCC(=O)Nc2ccc3c(c2)OCO3)cc1
assay / entry	49	50	51	52	53	54
PhoP GFP inhibition	14%	5%	0%	11%	-4%	5%
M. tuberculosis	-6%	-2%	2%	8%	-4%	-3%
H1N1 NS1A inhibition	-12%	-6%	-5%	0%	-1%	-4%
M. tuberculosis HTS	-3%	14%	-1%	8%	-2%	-5%
inhibitors of VEEV	2.3%	1.2%	0.7%	1.6%	1.8%	2.9%

55. CC(C)(C)SCCNC(=O)/C=C/c1ccc(F)cc1
56. S=c1[nH]c2ccc(Cl)cc2s1
57. CCCCNC(=O)CSc1nc2ccccc2c(=O)n1Cc1ccc2c(c1)OCO2
58. CC(C)(C)n1[nH]c2c3c(ccc2c1=O)C(=O)c1ccccc1C3=O
59. NC(=O)COC(=O)c1cc(-c2cccs2)nn1-c1ccccc1
60. Cc1ccc(NC(=O)CSc2nc3ccccc3c(=O)n2CCCN2CCCCC2)cc1C
assay / entry	55	56	57	58	59	60
PhoP GFP inhibition	-6%	12%	6%	-1%	3%	1%
M. tuberculosis	-9%	9%	-14%	39%	22%	78%
H1N1 NS1A inhibition	-2%	1%	-1%	4%	-11%	3%
M. tuberculosis HTS	2%	-1%	-6%	5%	4%	24%
inhibitors of VEEV	1.5%	1.0%	i	4.9%	0.3%	4.4%

An excerpt from above in order of number of heavy atoms, low to high.
56. S=c1[nH]c2ccc(Cl)cc2s1
49. COC(=O)/C=C/c1c(C)[nH]c(=O)[nH]c1=O
55. CC(C)(C)SCCNC(=O)/C=C/c1ccc(F)cc1
48. CC(C)N(Cc1ccccc1)C(=S)Nc1cccnc1
50. Cc1cccc(-n2cc(-c3ccc([N+](=O)[O-])cc3)[nH]c2=S)c1
59. NC(=O)COC(=O)c1cc(-c2cccs2)nn1-c1ccccc1
58. CC(C)(C)n1[nH]c2c3c(ccc2c1=O)C(=O)c1ccccc1C3=O
52. O=C(NC1CCCCCCC1)C1CCN(S(=O)(=O)N2CCCC2)CC1
assay / entry	56	49	55	48	50	59	58	52
PhoP GFP inhibition	12%	14%	-6%	5%	5%	3%	-1%	11%
M. tuberculosis	9%	-6%	-9%	-2%	-2%	22%	39%	8%
H1N1 NS1A inhibition	1%	-12%	-2%	-5%	-6%	-11%	4%	0%
M. tuberculosis HTS	-1%	-3%	2%	-3%	14%	4%	5%	8%
inhibitors of VEEV	1.0%	2.3%	1.5%	i	1.2%	0.3%	4.9%	1.6%

54. CC(C)NS(=O)(=O)c1ccc(OCC(=O)Nc2ccc3c(c2)OCO3)cc1
57. CCCCNC(=O)CSc1nc2ccccc2c(=O)n1Cc1ccc2c(c1)OCO2
51. CCC(C)(C)NC(=O)C(c1ccc(OC)cc1)N(C(=O)CCC(=O)Nc1cc(C)on1)c1ccc2c(c1)OCCO2 (stereo not given)
assay / entry	54	57	51
PhoP GFP inhibition	5%	6%	0%
M. tuberculosis	-3%	-14%	2%
H1N1 NS1A inhibition	-4%	-1%	-5%
M. tuberculosis HTS	-5%	-6%	-1%
inhibitors of VEEV	2.9%	i	0.7%

Remaining list, next part
61. CCCCC(=O)Nc1sc2c(c1C#N)CC(C)(C)OC2
62. CC(Sc1nc(-c2ccccc2)cc(C(F)(F)F)n1)C(=O)NCc1ccco1 (stereo not given)
63. COc1ccc(N2C(=O)C3C4C=CC(CC4)C3C2=O)c([N+](=O)[O-])c1 (stereo not given)
64. CCOC(=O)c1sc2ncn(/N=C/N(C)C)c(=O)c2c1C
65. Cc1cc(N/N=C/c2ccc3c(c2)OCO3)nc2ccccc12
66. O=C(c1ccc2c(c1)OCO2)N1CCN=C1SCc1cccnc1
assay / entry	61	62	63	64	65	66
PhoP GFP inhibition	-27%	-4%	-1%	-1%	5%	-9%
M. tuberculosis	10%	-8%	4%	7%	75%	x
H1N1 NS1A inhibition	-8%	-13%	3%	-5%	6%	5%
M. tuberculosis HTS	2%	-4%	1%	0%	u	-1%
inhibitors of VEEV	0.6%	0.2%	0.7%	0.1%	26%	4.2%

67. CC1CCN(S(=O)(=O)c2cccc(C(=O)O)c2)CC1
68. O=[N+]([O-])c1ccc(/C=N/n2c(CO)nc3ccccc32)s1
69. CCOc1ccc2nc(NC(NC(C)=O)(C(=O)OC)C(F)(F)F)sc2c1 (stereo not given)
70. Cc1ccc2[nH]c3c(c2c1)CNCC3
assay / entry	67	68	69	70
PhoP GFP inhibition	-5%	-10%	8%	-5%
M. tuberculosis	x	1.2µM*	20%	-7%
H1N1 NS1A inhibition	23%	-4%	28%	-6%
M. tuberculosis HTS	x	u	3%	1%
inhibitors of VEEV	i	5.4%	3.6%	0.5%
